# Assay outcomes (PubChem)
# ERK EGF inh: EGF-driven ERK pathway inhibition | Potency, µM (series often up to 11.5 µM), inactives show at the top dose activity change, negative = inhibition, hits mostly inhibitors | 130,000 tested, 0.41% active | HEK293-V1b, EGF-stimulated phospho-ERK AlphaScreen; active = well fitted inhibition curve with a large enough effect; inconclusive = small, poorly fitted or top-dose-only effect, or effect the other way;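 note: plate controls were stimulated vehicle wells for no effect and unstimulated vehicle basal for full effect; nearly all actives have a fitted effect of over 55% in size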
#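 Readout: AlphaScreen signal for phosphorylated ERK in lysed HEK293 cells stably expressing V1b. Stimulus 25 nM EGF, 5 min, following 30 min compound exposure. Data scaled to DMSO basal and full EGF activation.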
# The depositor's hits bear a star; ? = inconclusive; [ ] = another dose, or the depositor's remark. Potency is the fitted concentration of half-maximal effect. A portion of the library; rates above refer to the full screens.
SMILES,ERK EGF inh
CC(C)(C)NC(=O)C(c1ccc(F)cc1)N(Cc1ccco1)C(=O)Cn1nnc(-c2cccs2)n1 (configuration not stated),3%
COc1cc2c(cc1OC)CN(Cc1cc(=O)n3c(-c4ccccc4)csc3n1)CC2,2%
Cc1cccc(N(C(=O)c2snc(C(N)=O)c2N)C(C(=O)NCC2CCCO2)c2cccs2)c1 (configuration not stated),5%
CCOc1cc(NC(=S)NCCCN2CCOCC2)c(OCC)cc1NC(=O)c1ccccc1C,0%
CCC(C)C(=O)OC1CCC=C2C=CC(C)C(CCC3CC(O)CC(=O)O3)[C@@H]21 (some centres not stated),19%
O=S(=O)(/C=C/c1ccccc1)N1CCN(Cc2ccccc2)CC1,4%
CCn1cc(C(=O)NC(C)C2CC3CCC2C3)cn1 (configuration not stated),3%
COc1ccc(C2/C=C\CN(C(=O)Nc3ccccc3)CC(=O)N2Cc2ccc(F)cc2)cc1 (configuration not stated),2%[57.5 µM]
S=C1SCN(CC2CC2)CN1CC1CC1,11%[57.5 µM]
O=C(Cc1ccccc1)NCc1n[nH]c(=S)n1-c1ccc(Br)cc1,-5%
Nc1nonc1C(=O)N/N=C/c1ccc(-c2ccc(Cl)c(C(=O)O)c2)o1,4%
Cc1ccsc1C1C(C#N)=C(N)Oc2n[nH]c(C)c21 (configuration not stated),3%
Cc1ccc(NCc2nc3ccccc3n2CCOc2ccccc2)cc1,-6%
Cc1ccc(CNc2ncc(-c3ccccc3)n2C)o1,3%
Cc1ccc(SCCN2CCN(C)CCC2=O)cc1,-8%[57.5 µM]
COc1ccccc1CN1CCC2(CCNCC2)CC1,-5%
COc1ccc(-c2ccc(CCC(=O)O)n2-c2ccc(O)cc2)cc1,-3%
CN(C)c1ccc(-n2cccc2/C=C/[N+](=O)[O-])cc1,?
C=CCn1c(SCC(=O)NC(N)=O)nnc1-c1cc2c(s1)CCC(CC)C2 (configuration not stated),?
Cc1cc(C)n(-c2cc(Cl)cc(Cl)c2)c(=O)c1C#N,-2%
COc1ccc(NS(=O)(=O)c2ccc(NC(=O)c3ccccc3Br)cc2)nn1,1%
CCCc1nn(C)c(C(=O)Nc2ccc(CC)cc2)c1Cl,0%
NC(=Nc1ccccc1)NC(=O)c1nc(Cl)c(N)nc1N,21%
Cc1nc(-c2ccc(C(=O)Nc3ccc(F)cc3)cc2)cs1,?
CCc1nc2ccccc2c(C(=O)Oc2ccc(C(=O)OC)cc2)c1C,0%
# (list continues)
SMILES,ERK EGF inh
CN(C)c1ncc(S(=O)(=O)c2ccccc2)c(N)n1,-6%
Cc1nc(C)c(C)nc1C,1%[57.5 µM]
Cn1c(=O)c2c(nc(N/N=C/c3ccncc3)n2Cc2ccccc2)n(C)c1=O,-8%[57.5 µM]
O=C(N/C(=C/c1ccc(Br)cc1)C(=O)N1CCCC1)c1ccccc1F,11%
O=C(CCCn1c(=O)[nH]c2ccccc2c1=O)N1CCN(c2ccccn2)CC1,-8%
Cc1nnc(N)s1,11%[57.5 µM]
COc1ccccc1N1CCN(/N=C/c2ccc(O)c(O)c2)CC1,-1%
O=C(O)C1=NOC(CNc2ncc(C(F)(F)F)cc2Cl)C1 (configuration not stated),-3%
COc1cccc(C(C)NC(=O)Nc2cc(Cl)ccc2OC)c1 (configuration not stated),-12%
COc1ccc(NC(=S)N(CCN(C)C)C(C)c2ccco2)cc1Cl (configuration not stated),5%
O=c1[nH]c(CN2CCN(c3ccccn3)CC2)nc2c(Br)cc(Br)cc12,4%[57.5 µM]
CN(C(=O)COC(=O)c1ccccc1C(=O)N1CCN(c2ccccc2)CC1)c1ccccc1,6%
Cc1ccccc1-n1cc(-c2ccc(Br)cc2)nc1SCC(N)=O,15%[57.5 µM]
Cc1ccc(Cl)cc1N1CCN(C(=O)C2CCCN(S(=O)(=O)c3cnc[nH]3)C2)CC1 (configuration not stated),3%
CN1CCN(c2ccc(-c3ccnn3C(=O)Nc3ccccc3)cc2)CC1,21%
COc1cccc(-c2cncnc2NCc2ccccc2)c1,36%
O=C(OCC#CCSc1nc2ccccc2o1)c1cc2ccccc2o1,?
CC(=O)NC(NC(C)=O)c1cccc(OCc2ccccc2)c1,15%
O=C(COC(=O)Cc1ccc(Br)cc1)NC1CCCCC1,0%
COCCCNC(=O)c1ccc(Cn2c(=O)c3ccccc3n(CC(=O)NCc3ccco3)c2=O)cc1,11%
COC(=O)c1ccc(NS(=O)(=O)c2ccc(Cl)cc2)o1,5%
COc1ccccc1NNC(=O)c1cccnc1Oc1ccccc1,16%[57.5 µM]
CC(C)Cc1nc2ccccc2[nH]1,2%[57.5 µM]
CCN1CCN(C(=S)NCC(C)C)CC1,2%
Cc1ccc2ccc(C)[n+](CCCS(=O)(=O)[O-])c2c1,-17%

# Gathered by group: the compounds so far with fluorine (five)
SMILES,ERK EGF inh
CC(C)(C)NC(=O)C(c1ccc(F)cc1)N(Cc1ccco1)C(=O)Cn1nnc(-c2cccs2)n1 (configuration not stated),3%
COc1ccc(C2/C=C\CN(C(=O)Nc3ccccc3)CC(=O)N2Cc2ccc(F)cc2)cc1 (configuration not stated),2%[57.5 µM]
Cc1nc(-c2ccc(C(=O)Nc3ccc(F)cc3)cc2)cs1,?
O=C(N/C(=C/c1ccc(Br)cc1)C(=O)N1CCCC1)c1ccccc1F,11%
O=C(O)C1=NOC(CNc2ncc(C(F)(F)F)cc2Cl)C1 (configuration not stated),-3%

# (more compounds)
SMILES,ERK EGF inh
CN(C)S(=O)(=O)c1cccc(NC(=S)N2CCc3ccccc32)c1,-1%
CN(Cc1ccccc1NC(=O)c1ccc(S(=O)(=O)N(C)C)cc1)C1CCCCC1,4%
Cc1cc(C)n2nc(SCC(=O)c3c(N)n(CC(C)C)c(=O)n(C)c3=O)nc2n1,39%
COC(=O)c1ccc(C(NC(=O)OCc2ccccc2)/C(C)=C/[C@@H](C)C(=O)Nc2ccc(OC)cc2)cc1 (some centres not stated),2%
CCSc1nnc(CNc2ccc(C)cc2)n1C,0%
CC(NC(=O)COC(=O)c1ccc2c(c1)OCO2)c1ccccc1 (configuration not stated),1%
NC(=O)c1c[nH]c2ccccc12,-14%[57.5 µM]
O=C(O)COc1ccccc1/C=N/NC(=O)CSc1nnc(SCc2ccccc2)s1,0%[57.5 µM]
C/C=C/C(=O)OCC(=O)Nc1ccc(OC)c(Cl)c1,2%
O=C(CSc1nccn1-c1cccc(Cl)c1)NO,?
CCCc1nc2cc(Cl)c([N+](=O)[O-])cc2o1,-22%
CCOc1ccccc1NC(=O)CCS(=O)(=O)c1ccc(OC)cc1,-8%[57.5 µM]
Cc1nc2ccc(NC(=O)N3CCOCC3)cc2nc1C,-2%
Cc1cc(C=O)c(C)n1-c1ccc(N2CCOCC2)cc1,2%
CCC(C)NCCCCOc1cc(C)cc(C(C)C)c1 (configuration not stated),1%
Cc1cccc(C)c1NC(=O)COC(=O)c1cc(=O)c2ccccc2o1,-5%[57.5 µM]
O=C(COc1ccccc1)NC(=S)Nc1cccc([N+](=O)[O-])c1,12%
CCOC(=O)C(=O)CC(=O)c1ccc2c(c1)OCCO2,-1%
CCN(C(=O)COC(=O)CNC(=O)c1ccc(C)s1)c1ccccc1,-2%
COC(=O)CC1(C(=O)OC)Oc2ccc(Br)cc2C(=O)N1c1ccc(Br)cc1Cl (configuration not stated),-3%[57.5 µM]
CCOC(=O)c1[nH]cnc1C(=O)NCc1ccccc1,-10%[57.5 µM]
O=C(COc1cccnc1[N+](=O)[O-])N1CCN(C(=O)c2ccco2)CC1,5%
C=C(C)COc1ccc(-c2n[nH]c(C)c2-c2ccc(OC)cc2)c(O)c1,-15%[57.5 µM]
Cc1cc(C)nc(SCc2ccc(C(=O)NN=C3C4CC5CC(C4)CC3C5)cc2)n1,-8%
O=C1CC(C(=O)Nc2ccc(F)cc2)S/C(=N\N=C\c2ccco2)N1 (configuration not stated),2%
# (cont.)
SMILES,ERK EGF inh
Cc1ccccc1NC(=O)/C=C/c1ccc([N+](=O)[O-])s1,-1%
CCOC(=O)C1(Cc2ccccc2)CCCN(Cc2ccncc2)C1 (configuration not stated),-4%
CCNC(=O)COC(=O)/C=C/c1cccc([N+](=O)[O-])c1,-3%
CSc1cccc(NC(=O)/C=C/c2ccco2)c1,-8%
CC=C(/C(=C/C)c1ccc(O)cc1)c1ccc(O)cc1,7%[25.7 µM]
NS(=O)(=O)c1ccc(CNC(=O)/C=C/c2ccc(S(=O)(=O)N3CCOCC3)cc2)cc1,-3%[57.5 µM]
CCC(Sc1nc2c(cnn2-c2ccc(Cl)cc2)c(=O)[nH]1)C(=O)OC (configuration not stated),9%
COc1cccc(/C=C/C(=O)c2cccc([N+](=O)[O-])c2)c1OC,-14%
COc1ccc(/C=N/NC(=O)c2ccc(=O)n(C)c2)cc1OC,-1%
CC(=O)Nc1sc(-c2ccccc2)nc1-c1ccccc1,3%
CC1(C)CC(=O)/C(=C(\O)Cc2ccccc2)C(=NCCCCCC(=O)O)C1,13%
Cc1cc(C(=O)CSc2nc(N)cc(N)n2)c(C)n1-c1cccc(F)c1,2%
NC(=S)N/N=C/c1ccc([N+](=O)[O-])cc1,-4%
CC(=O)Nc1ccccc1OCC(=O)NC(C)c1ccccc1 (configuration not stated),3%
Cc1csc(NC(=O)CCc2c(C)nc3cc(-c4ccc(Cl)cc4)nn3c2C)n1,?
O=C(Cc1ccc(-n2c(=O)c3sccc3n(CC(=O)Nc3ccccc3)c2=O)cc1)NCc1ccco1,1%
O=C(CN1CCCCC1)Nc1cc(Cl)ccc1Oc1ccccc1,-5%
COc1ccc(-c2noc(CN3CCCCC3c3nccn3C)n2)cc1 (configuration not stated),2%
O=C(OC1Cc2c(O)cc(O)cc2OC1c1cc(O)c(O)c(O)c1)c1cc(O)c(O)c(O)c1 (configuration not stated),13%
CN(C)c1ccc(Nc2nc(N)c([N+](=O)[O-])c(N3CCOCC3)n2)cc1,9%
CC(C)CN1CC2(CCN(C(=O)c3csnn3)CC2)C1,0%
Cc1c(Cl)cccc1NC(=O)CCC(=O)N/N=C/c1ccc[nH]1,-15%
CCNC(=O)COc1ccc(OCc2ccccc2)cc1,-8%
S=C(Nc1ccccc1)Nc1ccccc1-n1cccc1,-2%[57.5 µM]
O=C(CNC(c1ccccc1)c1ccccc1)Nc1ccc(F)cc1,-4%

# Already shown: 2 of the compounds above.
SMILES,ERK EGF inh
S=C(Nc1ccccc1)Nc1ccccc1-n1cccc1,-2%[57.5 µM]
O=C(CNC(c1ccccc1)c1ccccc1)Nc1ccc(F)cc1,-4%

# In another format: entries from further up
ERK EGF inh | canonical_smiles
0% | CC(C)CN1CC2(CCN(C(=O)c3csnn3)CC2)C1
13% | CC1(C)CC(=O)/C(=C(\O)Cc2ccccc2)C(=NCCCCCC(=O)O)C1
13% | O=C(OC1Cc2c(O)cc(O)cc2OC1c1cc(O)c(O)c(O)c1)c1cc(O)c(O)c(O)c1 (configuration not stated)
-2%[57.5 µM] | S=C(Nc1ccccc1)Nc1ccccc1-n1cccc1
2% | Cc1cc(C(=O)CSc2nc(N)cc(N)n2)c(C)n1-c1cccc(F)c1
-4% | O=C(CNC(c1ccccc1)c1ccccc1)Nc1ccc(F)cc1
-1% | COc1ccc(/C=N/NC(=O)c2ccc(=O)n(C)c2)cc1OC

# The list continues:
SMILES,ERK EGF inh
Cn1ncc2c(c(SCc3ccc(Cl)cc3Cl)nn2C)c1=O,7%[57.5 µM]
Cc1cc(C)cc(N(C(=O)CNS(=O)(=O)c2ccccc2)C(C(=O)NCc2ccccc2)c2ccc(C)o2)c1 (configuration not stated),-4%
CCOC(=O)Cc1csc(N(C)C)n1,1%[57.5 µM]
C#CCOC(=O)c1csc2nnsc12,-5%
O=C(NNS(=O)(=O)c1ccc2ccccc2c1)c1cccnc1,7%
Cc1nc2c(C)cccn2c1/C(O)=C1\C(=O)C(=O)N(CCN(C)C)C1c1ccccc1 (configuration not stated),-2%[57.5 µM]
Cc1ccc(OCCSc2nc(NC(C)C)nc(NC(C)C)n2)cc1,-13%
O=S(=O)(Nc1nc2ccccc2nc1Cl)c1ccc(Cl)cc1,1%
N#C/C(=C\c1ccccc1[N+](=O)[O-])c1nc(C2CC2)cs1,?
COc1ccc(CN(Cc2cccn2C)S(=O)(=O)c2ccccc2)cc1,-13%[57.5 µM]
CCCn1c(-c2ccc(F)cc2)nc2c(NC3CC4CCC(C3)N4C)nc(C)nc21 (configuration not stated),1%
Cc1cccc(CCNC(=O)C2CCN(S(=O)(=O)c3ccccc3)CC2)c1,9%
CCCC(=O)N1CCN(Cc2ccc3c(c2)OCO3)CC1,6%
CCOC(=O)c1nc(-c2ccc3c(c2)OCO3)[nH]c1C,7%
O=C(NC1CCCCC1)C(c1ccco1)N(C(=O)C(F)(F)F)C1CC1 (configuration not stated),2%
O=C(CN1C(=O)C2C3c4ccccc4C(c4ccccc43)C2C1=O)Nc1ccccc1C(=O)O (configuration not stated),8%
CCOc1cccc2c1OC(c1cc(OC)c(OC)c(OC)c1)N1N=C(c3ccc(C)o3)CC21 (configuration not stated),0%
COc1cc(OC)cc(/C(N)=N/O)c1,-14%[57.5 µM]
Cc1ncc(CO)c(/C=N/NC(=S)Nc2ccc(Cl)c(Cl)c2)c1O,-11%
Cn1c(=O)c2[nH]c(COc3ccc(C(C)(C)C)cc3)nc2n(C)c1=O,?
Cc1sc(NC(=S)NC(=O)c2ccco2)c(C(N)=O)c1C,-6%
O=C(O)Cc1csc(-c2ccccc2)n1,9%
CCS(=O)(=O)N1Cc2ccccc2CC1C(=O)Nc1ncc(C)s1 (configuration not stated),-5%
CCOc1ccc(-n2nnc3c(=O)n(CC(=O)NCc4ccco4)cnc32)cc1,-7%[57.5 µM]
C/C=C/C1=CC2=CC(=O)C(C)(OC(=O)c3c(C)cc(O)cc3O)C(=O)C2=CO1 (configuration not stated),0%
C=CCn1c(-c2ccc(=O)n(Cc3ccccc3)c2)n[nH]c1=S,4%

# Part of the list above, bar-delimited:
compound | ERK EGF inh
CCS(=O)(=O)N1Cc2ccccc2CC1C(=O)Nc1ncc(C)s1 (configuration not stated) | -5%
CCOc1ccc(-n2nnc3c(=O)n(CC(=O)NCc4ccco4)cnc32)cc1 | -7%[57.5 µM]
C/C=C/C1=CC2=CC(=O)C(C)(OC(=O)c3c(C)cc(O)cc3O)C(=O)C2=CO1 (configuration not stated) | 0%
